# Screens from PubChem BioAssay.
# CF NFkB block: blocks PAF-induced NF-kB reporter in cystic fibrosis cells | AID 588850 | inhibition, % at 5 µM | KKLEB NF-kB-GFP reporter, GFP fluorescence overnight | 360,000 tested, 0.86% active;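 active means at least 50% inhibition at 5 µM, scaled per plate between neutral and stimulator controls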;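 further: PAF is a Pseudomonas aeruginosa culture filtrate used as stimulus; plate controls were PAF-stimulated DMSO wells for no effect and unstimulated DMSO wells for full effect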
# iPSC survival up: increases survival of single human iPS cells. hiPSC single-cell survival, ATPlite luminescence; 100% = ROCK inhibitor wells, 0% = DMSO. survival enhancement, % at 20 µM. 360,000 tested, 0.044% active; in the data active means survival enhancement above about 18%;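 further: cells exposed to compounds for 16 hours before the ATP read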
# Shn3 3UTR inh: reduces Shn3 3'UTR luciferase signal in osteoblasts | Clone20 osteoblast Shn3 3'UTR firefly luciferase, 24 h | inhibition, % at 12.5 µM | 360,000 tested, 0.52% active | AID 588674;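 active means mean inhibition of at least 75% with every replicate also reaching 75%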;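 further: 0% = median of neutral control wells and 100% = pilot-screen positive control compound; some compounds past the cut are filed as inactive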
# aDG glyco up: alpha-DG glycosylation activation | activation, % at 10 µM | AID 624168 | 360,000 tested, 0.22% active | Pro5-aDG cells, alpha-DG glycosylation AlphaScreen (IIH6); 0% Pro5, 100% B10-LARGE cell signal;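 active means activation of at least 8% versus controls, or a plate z-score of at least 8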;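 further: Pro5 are CHO cells carrying HIG-tagged alpha-DG that lacks glycosylation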
# TRPM1 prom inh: reduces MITF-dependent TRPM1 promoter luciferase signal. SK-MEL-5 TRPM1 promoter luciferase, 24 h. inhibition, % at 12.5 µM. AID 488899. 330,000 tested, 0.83% active;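 active means mean inhibition across replicates of 60% or more, whatever share of single replicates reaches that level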; further: values of inactives mirror those of a sister screen read the other way
# HIF-2a inh: inhibitors of HIF-2a | inhibition, % at 18.8 µM | 786-0 RCC cells HIF-2a reporter, luciferase luminescence, overnight | 360,000 tested, 0.72% active;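 active means inhibition of the luminescence signal of 40% or more relative to plate controls, in a single-dose primary screen at 18.75 µM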
# Peg3 prom inh: inhibitors of Peg3 promoter; HeLa PEG-Prom luciferase reporter, luminescence, overnight; AID 588405; inhibition, % at 20 µM; 360,000 tested, 1.7% active;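 active means inhibition of at least 50% at 20 µM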
# KKLEB tox: reduces viability of KKLEB cystic fibrosis airway cells; KKLEB CF airway cells viability, ATPlite luminescence, overnight; active compounds read low; cells stimulated with P. aeruginosa culture filtrate; AID 602141; 360,000 tested, 0.36% active; activity change (cytotoxicity), % at 5 µM;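 active means corrected activity change at or below -50% at 5 µM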
# TWEAK Fn14 block: inhibitors of TWEAK-Fn14 interaction signaling; TWEAK-stimulated Fn14 reporter cells, luciferase luminescence, 8 h; inhibition, % at 10 µM; 360,000 tested, 2% active; AID 1159606; in the data active means inhibition above about 50%
# NR2E3 ag-1: agonists of human nuclear receptor NR2E3. inhibition of corepressor binding, % at 4.78 µM. GST-NR2E3/biotin-RetCOR TR-FRET, 1536-well. 320,000 tested, 0.12% active. AID 2300;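 active means percent inhibition above the cutoff of mean plus 3 SD of all tested compounds, set per screening campaign, cut at about 20% in these data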;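 further: 0% = DMSO wells and 100% = biotin wells as full block of FRET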
# Target sequence (Q9Y5X4 whole entry, looked up): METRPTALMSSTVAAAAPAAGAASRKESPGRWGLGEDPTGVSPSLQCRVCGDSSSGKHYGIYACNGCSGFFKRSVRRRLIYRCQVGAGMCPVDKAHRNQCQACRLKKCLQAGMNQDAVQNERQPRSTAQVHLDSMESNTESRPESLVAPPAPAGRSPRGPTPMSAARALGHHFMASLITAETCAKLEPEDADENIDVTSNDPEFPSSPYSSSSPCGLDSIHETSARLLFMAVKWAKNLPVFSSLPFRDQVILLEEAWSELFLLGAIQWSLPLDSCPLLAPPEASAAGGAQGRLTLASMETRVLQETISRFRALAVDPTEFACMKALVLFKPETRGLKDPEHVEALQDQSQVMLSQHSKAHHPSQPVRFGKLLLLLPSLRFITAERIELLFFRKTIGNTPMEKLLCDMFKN
#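 Test system – NR2E3–RetCOR corepressor complex · Quantity – NR2E3 fusion 1.35 nM · Buffer or medium – Tris pH 7.5 · Incubation – Compound–protein incubation for 5 h at 4 °C · Technique – TR-FRET, Eu(K)-anti-GST donor, streptavidin-D2 acceptor, ex 340, em 617/671 nm · Evaluation – percent inhibition of 671/617 nm emission ratio versus biotin and DMSO controls · Plate – 1536-well format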
# NR2E3 ag-2: activates human NR2E3 receptor; Q9Y5X4; CHO-S Gal4-NCOR/VP16-NR2E3 two-hybrid, luciferase; inhibition of corepressor binding, % at 3.98 µM; 360,000 tested, 0.35% active; AID 602229;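 active means inhibition above the mean of all tested compounds plus 3 SD, cut at about 70% in these data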;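 further: 0% = DMSO with NR2E3 transfected cells and 100% = cells lacking NR2E3 construct; higher means lower luciferase signal from less NR2E3 corepressor binding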
# Numbers without * were called inactive; / = no result given. Hits appear at their usual frequency. Share with any hit: about 4.4%.
smiles	CF NFkB block	iPSC survival up	Shn3 3UTR inh	aDG glyco up	TRPM1 prom inh	HIF-2a inh	Peg3 prom inh	KKLEB tox	TWEAK Fn14 block	NR2E3 ag-1	NR2E3 ag-2
O=C(CSc1nc2ccccc2c(=O)n1CC1CCCO1)NCc1ccc2c(c1)OCO2 (centres undefined)	-3.4	3.8	12.0	-0.3	3.8	7.0	-4.2	7.4	5.0	2.3	1.7
O=C(NCCCn1ccnc1)/C(=C\c1cccs1)NC(=O)c1ccccc1	-1.4	2.5	-3.8	0.0	-14.3	14.8	4.4	10.2	-2.0	1.8	-17.6
CC(C)CN(C(=O)CSc1nncs1)c1c(N)n(CC(C)C)c(=O)[nH]c1=O	-9.3	5.9	5.8	-0.1	7.1	-7.1	-47.5	-1.0	-19.6	0.3	-21.7
CCOc1ccc(CNC2CCCc3ccccc32)cc1 (centres undefined)	9.2	-1.2	11.6	0.9	-1.4	7.4	9.1	-17.2	4.6	2.3	35.2
CCN1C(=O)[C@H]2[C@@H](c3ccc(-c4ccccc4)c(OC)c3)N[C@@](Cc3ccccc3)(C(=O)OC)[C@H]2C1=O	26.6	2.8	3.0	-0.1	11.9	19.1	22.6	-4.6	21.5	0.0	-11.1
CCOc1cc(NS(C)(=O)=O)c(OCC)cc1NC(=O)c1cccs1	-26.4	3.2	-7.7	-0.2	1.8	4.5	12.6	9.8	12.3	-3.9	-12.7
O=C(Cc1ccccc1)Nc1ccccc1CO	-1.7	4.1	4.5	-0.1	-6.9	8.8	14.4	-1.0	-7.0	0.6	2.7
C=CCNC(=O)CSc1nc2ccccc2c(=O)n1CCc1ccc(OC)c(OC)c1	3.4	0.4	-49.1	-0.1	-5.9	-11.1	11.6	-14.7	12.2	/	-12.0
C=CCC[C@@H](Cc1ccc(F)cc1)C(=O)OC[C@@H](C)NC(=O)[C@H](CC=C)CC(=O)N(CCO)Cc1ccccc1	9.9	-0.2	22.2	0.4	8.3	7.2	17.2	15.4	7.1	/	19.5
N/C(=N\OC(=O)CCC1CCCCC1)c1ccccn1	-0.2	0.5	-36.8	-0.3	-54.5	-143.8	-215.7	0.8	18.4	0.1	-116.3
COc1ccc(CCNC(=O)C2CCN(Cc3nc(-c4ccccc4C)oc3C)CC2)cc1OC	5.3	-1.5	25.2	0.5	8.6	16.4	16.9	13.5	12.1	-2.5	-17.6
CCOC(=O)c1cnc2c(-c3ccc(F)cc3)cnn2c1C(F)(F)F	-6.6	-0.5	-15.2	0.1	11.2	-65.0	-77.6	1.5	-39.8	/	-0.6

# More entries follow:
smiles	CF NFkB block	iPSC survival up	Shn3 3UTR inh	aDG glyco up	TRPM1 prom inh	HIF-2a inh	Peg3 prom inh	KKLEB tox	TWEAK Fn14 block	NR2E3 ag-1	NR2E3 ag-2
CCC(c1nnc(SCc2nc3ccccc3s2)n1Cc1ccccc1)N(C)C (centres undefined)	-6.4	-2.2	-37.8	-0.2	-9.3	-235.3	-155.2	-7.9	10.8	-0.5	-55.2
CC(=O)c1ccc(N2CCCCC2)c(F)c1	-13.8	1.3	-29.1	-0.2	-5.1	13.1	-29.3	11.8	-5.5	4.5	0.6
O=C(Nc1ccc(S(=O)(=O)N2CCOCC2)cc1)c1ccc(Cl)cc1Cl	-17.5	0.5	21.1	0.1	-30.1	13.6	10.9	9.9	24.4	1.6	18.0
CN(C)S(=O)(=O)c1cccc(NC(=O)c2ccc(OC(F)(F)F)cc2)c1	-6.8	-1.1	54.4	1.5	5.0	-9.5	-6.8	16.0	8.9	-0.7	-8.6
CCNC(=O)c1cc(Cl)ccc1OC	5.1	-0.2	22.2	0.1	-2.7	19.5	0.6	-0.2	4.8	-2.6	-14.1
CCC(CC)C(=O)Nc1cccc(C(=O)NC(C)(C)C)c1	9.3	-0.3	1.7	-0.2	-3.4	10.4	10.7	-7.3	-4.3	-0.3	-3.4
CCN(CC)S(=O)(=O)c1ccc(Cl)c(NC(=O)c2cc(Cl)ccc2Cl)c1	-6.3	0.6	10.1	0.5	3.4	12.1	4.5	3.4	-21.3	0.8	0.4
CCOc1ccc(NC(=O)CNC(=O)Cc2ccccc2)cc1	6.2	1.4	-8.4	-0.1	4.6	-7.0	13.2	12.6	-9.9	/	-29.9
Cc1[nH]c2ccccc2c1C(=O)COC(=O)c1cccc(S(=O)(=O)N2CCCCC2)c1	3.9	0.5	-0.4	0.4	-5.5	9.0	26.5	16.6	34.1	3.8	-5.8
O=c1c2ccccc2nnn1Cc1ccccc1Cl	-3.6	-1.0	-51.0	0.2	-18.2	-2.2	-14.8	-4.5	-3.0	-0.7	0.8
O/N=C/c1ccc2ccccc2c1	-3.5	-0.9	-0.2	-0.2	-5.3	-43.1	-75.4	3.9	-24.9	1.8	-59.6
CCCn1ncc(C(=O)NC2CCCN(Cc3ccc(Cl)cc3)C2)c1C (centres undefined)	-1.9	-0.5	13.5	0.0	-1.4	0.7	-7.7	-1.4	19.4	-2.3	-5.0

# Other compounds.
smiles	CF NFkB block	iPSC survival up	Shn3 3UTR inh	aDG glyco up	TRPM1 prom inh	HIF-2a inh	Peg3 prom inh	KKLEB tox	TWEAK Fn14 block	NR2E3 ag-1	NR2E3 ag-2
CCn1c(-c2ccccc2)csc1=Nc1ccc(S(=O)(=O)O)cc1	3.9	-0.4	1.9	0.0	7.5	22.2	21.9	9.0	6.7	-0.1	-9.9
COc1ccc(S(=O)(=O)CCC(=O)Nc2c(C)n(C)n(-c3ccccc3)c2=O)cc1	22.3	-2.3	0.2	-0.3	-1.9	19.5	12.8	-10.6	-12.8	1.7	-1.6
O=C(CN(Cc1ccco1)C(=O)Cn1nnc(-c2ccc(F)cc2)n1)NC1CCCC1	-11.1	0.1	2.1	-0.3	5.1	7.7	8.2	-16.1	10.8	-1.8	18.6
Cc1cc(C)c2c(N)c(C(=O)N3CCc4ccccc4C3)sc2n1	-44.1	1.1	4.9	0.0	-10.9	-82.3	-47.2	7.5	-35.4	-2.2	-2.0
c1ccc2oc(NC3=NCN(C4CCCCC4)CN3)nc2c1	2.8	0.6	-79.7	-0.2	/	-237.9	-217.1	5.2	-32.9	-1.2	-30.3
CCc1ccccc1NC(=O)CCS(=O)(=O)c1ccc(Br)cc1	-2.6	-0.4	12.0	0.0	12.1	6.0	11.4	-3.8	70.0*	0.1	-11.3
COc1ccc(CN2C(=O)c3cccnc3C2=O)cc1S(=O)(=O)N(C)c1ccc(C)cc1	-6.9	-0.5	-0.9	-0.5	10.4	15.9	11.9	13.9	0.8	0.3	-1.3
Nc1nc(NCC2CCCO2)nc(Nc2ccccc2F)c1[N+](=O)[O-] (centres undefined)	-13.1	-0.1	-5.4	-0.2	-13.7	10.7	24.0	1.7	5.6	0.0	17.6
CC1CCc2nc(NC(=O)CN3CCN(c4ccccc4)CC3)sc2C1 (centres undefined)	5.5	9.1	12.0	-0.3	14.5	-0.2	-7.1	-4.6	-10.1	-4.4	-10.7
CCOc1ccc2nc(N(CCN(C)C)C(=O)c3ccc4ccccc4c3)sc2c1	13.5	1.7	-53.5	-0.2	-14.6	-25.9	-63.5	-6.9	-21.3	-1.9	-27.4
O=C(COC(=O)C1COc2ccccc2O1)NC1CCCCC1 (centres undefined)	-6.6	-0.8	-12.4	-0.3	-14.1	4.8	7.8	22.0	6.0	/	-12.4
Cc1ccc2[nH]c(=O)c(CN(Cc3ccco3)C(=O)N3CCOCC3)cc2c1	-40.9	0.3	-14.5	0.2	-1.2	12.7	8.7	-9.0	9.6	1.3	26.1

# Shown with two lines to a compound: two of the compounds above
# Below each compound – CF NFkB block, iPSC survival up, Shn3 3UTR inh, aDG glyco up, TRPM1 prom inh, HIF-2a inh, Peg3 prom inh, KKLEB tox, TWEAK Fn14 block, NR2E3 ag-1, NR2E3 ag-2
Cc1cc(C)c2c(N)c(C(=O)N3CCc4ccccc4C3)sc2n1
→ -44.1, 1.1, 4.9, 0.0, -10.9, -82.3, -47.2, 7.5, -35.4, -2.2, -2.0
c1ccc2oc(NC3=NCN(C4CCCCC4)CN3)nc2c1
→ 2.8, 0.6, -79.7, -0.2, /, -237.9, -217.1, 5.2, -32.9, -1.2, -30.3

# TWEAK Fn14 block, hit marks shown above.
smiles,CF NFkB block,Shn3 3UTR inh,aDG glyco up,TRPM1 prom inh,HIF-2a inh,Peg3 prom inh,TWEAK Fn14 block,NR2E3 ag-1,NR2E3 ag-2
CCc1ccccc1NC(=O)CCS(=O)(=O)c1ccc(Br)cc1,-2.6,12.0,0.0,12.1,6.0,11.4,70.0*,0.1,-11.3

# Next structures follow:
smiles	CF NFkB block	iPSC survival up	Shn3 3UTR inh	aDG glyco up	TRPM1 prom inh	HIF-2a inh	Peg3 prom inh	KKLEB tox	TWEAK Fn14 block	NR2E3 ag-1	NR2E3 ag-2
CN1CCN(S(=O)(=O)c2ccc(SCCOc3ccc(Cl)cc3)nc2)CC1	28.8	0.1	7.9	0.2	3.8	-3.2	-10.3	7.4	7.8	4.8	2.7
S=C(Nc1ccc(Br)cc1)N1CCn2cccc2C1c1cccnc1 (centres undefined)	-8.6	1.6	2.1	-0.1	-0.1	-3.6	-6.4	4.8	-12.0	/	13.1
FC(F)(F)c1ccccc1-n1c(-c2cnccn2)n[nH]c1=S	-4.2	-0.6	-10.2	0.0	4.7	-22.6	4.2	-3.9	83.9*	0.6	-5.9
COc1ccc(N2C(=O)CC(NNc3nc4ccccc4s3)C2=O)cc1 (centres undefined)	-5.6	-0.6	-0.1	0.1	/	21.1	-4.2	7.1	4.1	4.3	-35.2
CC(C)c1ccc(/C=C(/C#N)c2nnc(NC(=O)c3ccccc3)s2)cc1	17.9	1.4	6.4	0.1	-9.4	6.5	4.6	-30.4	5.8	-1.4	-28.4
O=C(OCC(=O)N1CCCc2ccccc21)c1ccccc1OC(F)F	16.9	1.3	0.2	-0.1	12.3	4.7	4.7	-12.3	3.7	/	-9.3
O=C(Nc1ccc(F)c([N+](=O)[O-])c1)C(=O)c1c(O)[nH]c2ccccc12	2.5	0.5	0.1	0.1	2.1	-23.8	1.2	6.8	26.4	2.7	-35.8
O=C1C2C3C=CC(C4CC34)C2C(=O)N1Cc1ccccc1 (centres undefined)	11.0	4.7	0.9	0.5	2.4	4.5	6.4	0.0	1.1	2.2	-16.2
CCOc1ccc(NC(=O)COc2ccc(C(=O)NCc3cccnc3)cc2OC)cc1	20.4	0.2	0.4	-0.1	2.1	5.6	8.3	5.8	-0.9	-1.9	8.9
COc1cccc(C2CC(=O)Nc3cc(C)c(C)cc32)c1 (centres undefined)	14.1	-2.0	25.1	0.9	/	13.7	33.0	-14.0	1.3	/	-40.2
COc1ccc(CCNC(=O)CCN2C(=O)[C@@H]3Cc4ccccc4CN3C2=O)cc1OC	-30.0	0.0	-17.4	-0.2	-3.7	5.6	15.4	6.5	7.3	-1.4	-4.3
CC1(C(=O)NS(=O)(=O)c2cccc(F)c2)CCN1C(=O)c1ccccc1CCc1ccccc1 (centres undefined)	16.3	-0.6	-12.0	0.0	/	1.7	-2.3	-1.9	14.9	/	20.3
